From PubChem
C2C12 statin = protects C2C12 myotubes from simvastatin toxicity. ATP luminescence, 48 h; scaled: DMSO 0, geranylgeraniol control 100. rescue of ATP level, % at 7.49 µM. 330,000 tested, 0.78% active;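 active = mean ATP rescue above about 67%, or every replicate alone reaching that limit, limit read from the data, passing the limit was not always enough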;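 also: myotubes were challenged with 10 µM simvastatin during compound exposure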
LGR2 antag = blocks bursicon-induced cAMP signaling via Drosophila LGR2 | HEK293 LGR2, CRE-luciferase, bursicon-stimulated, 4 h | inhibition, % at 9.99 µM | 380,000 tested, 0.35% active;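 active = drop in luminescence signal, shown as inhibition above about 50% in the replicate tests, limit read from the data, passing the limit was not always enough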;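 also: agonist challenge used bursicon conditioned medium at about half maximal strength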
Cneo AK release = Cryptococcus neoformans lysis via adenylate kinase release. AID 651654. C. neoformans lysis, adenylate kinase release luminescence, 4 h; normalised: neutral wells 0, clomiphene wells 100. 360,000 tested, 0.2% active. lysis activity, % at 15 µM;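 active = mean lysis activity across replicates of at least 80%, whatever share of replicates individually reach that level; inactive = mean lysis activity below 80%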
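read-out = cell lysis signal | test system = log-phase Cryptococcus neoformans yeast cells | input = cells at 5 × 10^6 per mL | medium = fresh YPD growth medium | signal = luminescent adenylate kinase detection reagent | timing = 4 h at 37 °C static, read 1 h later | dosing = single dose | controls = Clomiphene as positive lysis control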
XiGFP reactiv = reactivates the inactive X chromosome in mouse fibroblasts; XiGFP mouse fibroblasts, % GFP-positive cells imaging, 3 d; cells co-treated with 5-aza-dC sensitizer; scaled so ellipticine positive control = 100%; activation, % at 7.58 µM; 360,000 tested, 0.055% active;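 active = mean normalized replicate activation at least 10% and every replicate at or above 10%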;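 also: 0% = median of on-plate neutral control wells and 100% = ellipticine 6 µM median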
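System: XiGFP fibroblasts, SV40-immortalized. Medium: DMEM plus 5-aza-dC sensitizer. Doses: single point. Timing: 3 d treatment, 15 min room-temperature fixation. Control set: ellipticine 6 µM.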
ERAP1 inh = blocks human ERAP1 aminopeptidase activity; Q9NZ08; recombinant ERAP1, Leu-AMC fluorescence, 60 min; inhibition, % at 10.7 µM; 340,000 tested, 0.15% active;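 active = mean replicate inhibition of at least 30%, or all replicates individually reaching that 30% level; inactive = mean below 30% and not every replicate reaching it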;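 also: 0% = neutral control wells and 100% = L-leucinethiol positive control wells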
PGC1a acetyl inh = lowers PGC1a acetylation signal in U2OS cells; AlphaScreen anti-acetyl-lysine; with virally co-expressed GCN5 acetyltransferase; inhibition, % at 15.6 µM; 350,000 tested, 0.17% active; AID 651687;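 active = every replicate shows inhibition of at least 40%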;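 also: 0% = neutral control wells and 100% = positive control wells; some results beyond the cut were filed as inactive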
S100A4 inh HTS = S100A4-myosin IIA interaction inhibition; S100A4/TAMRA-MyoIIA peptide fluorescence polarization; inhibition, % at 10.7 µM; 360,000 tested, 0.14% active;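 active = mean inhibition of at least 70% across replicates, with every replicate also reaching that level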
Target sequence (P26447 whole entry, looked up): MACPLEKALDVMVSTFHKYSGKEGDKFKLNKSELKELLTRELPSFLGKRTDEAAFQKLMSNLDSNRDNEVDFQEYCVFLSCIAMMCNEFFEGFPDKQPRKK
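assay system = human S100A4 monomer with TAMRA-labelled myosin IIA peptide | also added = labelled myosin peptide probe, 5 nM | incubation = 5 min between mix addition and reading | control set = DMSO and TFP controls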
SIRT5 inh = sirtuin-5 (human) deacylase inhibition. Purified SirT5, succinyl-peptide AMC, trypsin-coupled fluorescence. inhibition, % at 15 µM. 330,000 tested, 1.1% active. AID 652115; in the data active = inhibition above about 15%
Target sequence (Q9NXA8 whole entry, looked up): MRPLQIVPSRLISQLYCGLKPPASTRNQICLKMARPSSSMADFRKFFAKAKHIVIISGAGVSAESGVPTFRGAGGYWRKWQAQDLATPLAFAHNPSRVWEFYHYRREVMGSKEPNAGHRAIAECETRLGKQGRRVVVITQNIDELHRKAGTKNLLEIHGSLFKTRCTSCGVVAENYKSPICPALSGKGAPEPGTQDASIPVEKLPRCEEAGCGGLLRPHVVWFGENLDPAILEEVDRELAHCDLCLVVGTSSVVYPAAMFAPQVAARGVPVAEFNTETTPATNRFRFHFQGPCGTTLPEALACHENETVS
The depositor's hits bear a star; / = not tested or not shown. Only part of the results is shown, so the mix of outcomes need not match the whole.

Below each SMILES – C2C12 statin	LGR2 antag	Cneo AK release	XiGFP reactiv	ERAP1 inh	PGC1a acetyl inh	S100A4 inh HTS	SIRT5 inh
- O=C(C1CC1)N1CC(=O)N2[C@H](CO)[C@H](c3ccc(-c4ccccc4F)cc3)[C@@H]2C1
  /	11.7	/	0.1	2.1	-2.7	-20.0	-3.6
- COc1ccccc1OCCNC(=O)CCS(=O)(=O)c1ccccc1
  6.1	-6.9	2.1	-0.1	-4.2	/	1.4	-2.0
- CCCN1CCC(=O)N([C@H](CSc2ccc(C)cc2)c2ccccc2)CC1
  -28.9	/	2.6	0.0	-2.8	/	3.6	/
- O=C(/C=C/c1ccco1)NC(=S)Nc1cccc([N+](=O)[O-])c1
  /	-5.2	/	0.2	1.8	/	-1.0	5.4
- CCOc1ccc2nc(NC(=O)c3cccnc3)sc2c1
  /	-41.3	4.8	0.0	-2.5	-0.8	-4.4	2.6
- CC(C)CC#Cc1ccc2c(c1)O[C@H](CN(C)C(=O)C1CCOCC1)[C@H](C)CN([C@@H](C)CO)S2(=O)=O
  -3.0	6.1	-0.3	-0.2	-5.4	1.9	-21.3	2.3
- O=C(CNC(=O)c1ccccc1)N/N=C/C=C/c1ccccc1
  0.9	2.2	-0.8	0.0	-3.8	/	10.3	-1.0
- OCC1(CCc2ccccc2)CCN(Cc2ccccc2Cl)CC1
  /	0.2	/	0.0	-1.1	-5.9	-1.8	1.1
- CN1CCSc2ccc(C(=O)NCc3cccc(Br)c3)cc21
  7.3	-39.3	-1.9	0.3	5.1	-19.8	1.9	4.0
- CCC(=O)N1CCCCN2[C@@H](CO)[C@H](c3ccc(/C=C/c4ccccc4)cc3)[C@@H]2C1
  /	-25.4	0.6	0.1	0.4	-15.9	-4.2	5.1
- COc1ccc(CC(=O)Nc2cccc(Cl)c2C)cc1S(=O)(=O)N1CCOCC1
  -9.7	-14.4	0.2	-0.1	0.0	-0.7	-0.1	0.3
- CCOc1ccc(N=C2SCC(=O)N2CC)cc1
  1.5	1.4	3.0	0.3	/	7.4	0.5	0.4
- Cc1cc2oc(=O)cc(CN3CCN(c4ccccc4)CC3)c2cc1Cl
  9.5	11.7	-0.7	0.0	0.7	-2.6	1.5	4.9
- CCc1ccc(NC(=O)CSc2nc3ccsc3c(=O)n2CCCCCC(=O)O)cc1
  /	-6.0	/	0.0	1.0	/	-1.4	-2.6
- COc1ccc2cc(C(=O)NCC3CCCO3)[nH]c2c1 (stereo unspecified)
  6.5	-28.8	-5.0	0.1	0.8	/	0.3	-0.9
- CC(C)CSc1nc(N)nc2c1ncn2C1OC(CO)C(O)C1O (stereo unspecified)
  3.7	-0.3	1.2	-0.1	-0.7	8.8	-0.9	/
- C/C=C/c1ccc([C@H]2[C@@H](CO)N[C@@H]2CNC(=O)Cc2ccccc2)cc1
  /	-3.2	/	0.0	-0.5	/	-0.1	4.5
- NNC(=S)Nc1cc(S(=O)(=O)N2CCOCC2)ccc1N1CCOCC1
  /	-0.2	/	0.2	-0.3	/	-4.5	/
- COc1cc(NC(=O)CN2C(=O)NC(CC(C)C)C2=O)cc(OC)c1OC (stereo unspecified)
  -16.2	1.8	-1.6	0.0	-1.1	4.0	-1.6	-1.3
- OC[C@@H]1[C@@H](c2ccccc2)C2(CN(Cc3nccs3)C2)N1Cc1cccnc1
  /	7.0	/	0.0	0.8	1.0	6.0	11.5
- CN(C(=O)CN1C(=O)S/C(=C\c2ccccc2)C1=O)C1CCS(=O)(=O)C1 (stereo unspecified)
  3.9	-2.2	-2.0	0.0	-1.1	-2.1	-2.6	2.4
- CO[C@@H]1CN(C)C(=O)c2cc(NC(=O)c3ccccc3)ccc2OC[C@@H](C)N(C)C[C@H]1C
  16.0	6.0	56.1	0.0	2.3	-1.2	0.0	0.8
- Cc1ccc2c(c1)N(CC(=O)N1CCOCC1)C(=O)C(C)O2 (stereo unspecified)
  -1.4	-9.1	0.0	0.3	-0.7	/	-4.0	1.6
- COc1cc(/C=N/N=C(N)N)ccc1OCc1ccccc1Cl
  /	7.7	/	0.0	-34.2	/	-4.1	-2.7
- CCOC(=O)CNC(=O)c1ccccc1
  0.6	5.9	-0.3	/	/	1.9	/	/
- CN(C)CC#Cc1ccc([C@H]2[C@@H](CO)N3CCCCN(CC4CCOCC4)C[C@@H]23)cc1
  5.8	-8.7	-3.8	0.1	-0.7	5.8	-8.2	-2.5
- NC(=O)c1cccc(-c2coc3c(C(=O)NCCc4ccccc4)cccc23)c1
  2.5	/	-1.3	0.0	-1.9	-24.2	1.9	/
- COc1ccc(NC(=O)C(Cc2ccccc2)n2cccc2)cc1 (stereo unspecified)
  /	-1.1	/	0.4	/	-3.2	-3.2	-1.1
- C[C@@H]1CN([C@H](C)CO)C(=O)c2cc(N(C)C)ccc2O[C@@H](C)CCCCO[C@@H]1CN(C)S(=O)(=O)c1ccc(F)cc1
  -20.3	2.9	1.8	0.2	0.9	6.4	-6.1	-3.9
- CN1C(=O)c2cc(NC(=O)c3ccc(Cl)cc3)ccc2OC[C@H]2O[C@@H](CC(=O)NCc3cccc(F)c3)CC[C@@H]21
  1.4	-0.9	0.9	0.4	0.6	-6.6	7.5	1.2
- COc1ccc(-c2ccc([C@H]3[C@@H](CO)N4CCCCN(C(=O)c5ccc6c(c5)OCO6)C[C@H]34)cc2)cc1
  7.8	8.2	-1.0	0.0	-1.2	4.1	-3.7	-0.3
- C[C@@H]1CN([C@H](C)CO)C(=O)Cc2cc(N(C)C)ccc2O[C@H]1CN(C)C(=O)Nc1ccc2c(c1)OCO2
  -10.8	1.3	-4.6	-0.6	-1.1	-47.0	-13.7	4.8
- CC(C)NC(=O)Nc1ccc2c(c1)C(=O)N([C@H](C)CO)C[C@H](C)[C@H](CN(C)CC1CC1)OCCCC[C@H](C)O2
  -13.0	6.0	/	-0.7	/	-4.0	/	/
- CCOC(=O)CNC(=S)N(CCCN1CCN(C)CC1)Cc1cccs1
  4.9	-8.0	-2.2	0.2	-5.7	-4.1	4.4	-1.0
- Cc1cc(C)cc(OCC(=O)Nc2ccc(N3CCN(C(=O)c4ccco4)CC3)cc2)c1
  6.8	5.5	-0.4	/	-2.7	7.3	-4.5	0.1
- CC(C)(C)n1nnnc1C(c1cc2ccccc2o1)N1CCN(C(=O)OCc2ccccc2)CC1 (stereo unspecified)
  /	-1.4	/	0.1	6.9	/	-2.8	-2.5
- N#Cc1cccc(N=c2ssnc2Cl)c1
  /	-15.0	/	0.0	-0.7	/	-3.9	5.3
- N#Cc1cc2c(=O)n3ccccc3nc2n(-c2ccccc2Cl)c1=O
  7.2	2.3	0.1	-0.1	-325.7	-7.6	15.5	-49.1
- O=C(CC1CC1)N[C@H]1CC[C@H](CCNS(=O)(=O)c2ccc(Cl)cc2)O[C@@H]1CO
  4.3	-7.0	8.2	0.2	-1.2	-3.1	-10.3	-2.8
- COc1ccc(CN(C(=O)c2oc3cc(C)c(C)cc3c2C)C2CCS(=O)(=O)C2)cc1OC (stereo unspecified)
  -8.6	7.8	-3.8	0.1	-2.6	0.9	2.6	2.3
- O=C(C[C@H]1CC[C@H]2[C@@H](COC[C@H](O)CN2Cc2ccc(Cl)cc2)O1)NCc1cccc(F)c1
  14.2	-5.3	3.4	0.3	/	-3.5	/	/
- O=C(Cn1cc(/C=N/NC(=O)c2cccc3ccccc23)c2ccccc21)Nc1ccc(F)cc1
  1.4	4.0	-5.6	-0.2	2.2	5.5	-1.4	-1.3
- Cc1cc[n+](-c2nc3ccccc3nc2[N-]S(=O)(=O)c2ccccc2)cc1
  /	-0.1	-0.1	0.0	1.1	-2.6	-4.2	0.0
- CC(=O)c1ccc(-c2nnc(CCC(=O)N3CCCC(C(=O)CC(C)C)C3)o2)s1 (stereo unspecified)
  1.5	-43.8	/	0.1	0.7	7.5	-1.5	-0.3
- Cc1ccc(NC(=O)CCc2ccc(S(=O)(=O)N3CCOCC3)cc2)c(Cl)c1
  2.6	9.6	0.7	0.0	0.7	/	-4.8	-6.6
- COc1cc(C=O)ccc1Oc1nnnn1-c1ccccc1
  /	-8.3	/	0.0	/	/	5.5	-0.4
- COc1ccc(CNC(=O)c2cc(-c3ccncc3)nc3c(C)cc(C)cc23)cc1OC
  /	-5.4	/	-0.1	2.1	3.9	-16.7	-3.0
- CC(Sc1n[nH]c(N)n1)C(=O)Nc1ccc(Cl)cn1 (stereo unspecified)
  /	5.0	-1.8	-0.2	/	-4.9	4.6	0.6
- Cc1cc(S(=O)(=O)Nc2ccc(C(=O)NCC(c3ccccc3)N(C)C)cc2)ccc1F (stereo unspecified)
  -4.8	3.9	0.7	0.0	-1.7	/	-4.7	-0.5
- C[C@@H]1CN([C@H](C)CO)C(=O)CCCn2nncc2CO[C@@H]1CN(C)C(=O)Nc1ccc(C(F)(F)F)cc1
  -20.6	3.0	0.3	0.0	2.4	-4.4	-5.3	-15.4
- COc1ccc(CNCc2cccc(Oc3ccccc3)c2)cc1
  -11.1	0.5	11.8	-0.1	3.4	4.5	21.7	10.2
- N#CC1=C(SCC(=O)Nc2ccccc2)NC(=O)CC1c1ccc(O)cc1 (stereo unspecified)
  -6.1	-11.8	-0.1	0.2	2.4	2.2	-0.6	-0.2
- COc1cc(CNC2CCCCC2OC)cc(OC)c1OC (stereo unspecified)
  /	4.6	/	0.0	10.5	/	1.3	-6.4
- Cc1cccc(NC(=O)CN(C2=NC3CS(=O)(=O)CC3S2)c2ccccc2F)c1 (stereo unspecified)
  -2.2	-22.3	-0.2	0.2	7.3	-4.5	2.3	3.2
- Cc1noc(C)c1NC(=O)N(C)C[C@H]1Oc2ncc(C#CCC(C)C)cc2C(=O)N([C@H](C)CO)C[C@@H]1C
  7.8	-10.2	-12.1	-1.1	0.2	1.5	-1.8	0.9
- Cn1c(SCC(=O)c2ccccc2)nnc1-c1ccccn1
  5.2	-22.5	-3.3	0.0	2.3	-3.0	-3.2	1.5
- CC(C(=O)Nc1c2c(cc3c1CCC3)CCC2)N1CCCC1 (stereo unspecified)
  -11.4	-5.9	1.6	0.0	/	-8.0	/	/
- CC(=O)N1CC2(C1)[C@@H](c1ccccc1)[C@H](CO)N2C(=O)Cc1ccccc1
  /	8.0	/	0.0	0.9	/	-1.2	-0.8

Just C2C12 statin and LGR2 antag, for 4 of the compounds above:
Structure | C2C12 statin | LGR2 antag
Cc1cccc(NC(=O)CN(C2=NC3CS(=O)(=O)CC3S2)c2ccccc2F)c1 (stereo unspecified) | -2.2 | -22.3
Cc1noc(C)c1NC(=O)N(C)C[C@H]1Oc2ncc(C#CCC(C)C)cc2C(=O)N([C@H](C)CO)C[C@@H]1C | 7.8 | -10.2
Cn1c(SCC(=O)c2ccccc2)nnc1-c1ccccn1 | 5.2 | -22.5
CC(C(=O)Nc1c2c(cc3c1CCC3)CCC2)N1CCCC1 (stereo unspecified) | -11.4 | -5.9

One compound at a time, as listed above:
`C[C@@H]1CN([C@H](C)CO)C(=O)CCCn2nncc2CO[C@@H]1CN(C)C(=O)Nc1ccc(C(F)(F)F)cc1` is listed as C2C12 statin = -20.6; LGR2 antag = 3.0; Cneo AK release = 0.3; XiGFP reactiv = 0.0; ERAP1 inh = 2.4; PGC1a acetyl inh = -4.4; S100A4 inh HTS = -5.3; SIRT5 inh = -15.4
`Cn1c(SCC(=O)c2ccccc2)nnc1-c1ccccn1` is listed as C2C12 statin = 5.2; LGR2 antag = -22.5; Cneo AK release = -3.3; XiGFP reactiv = 0.0; ERAP1 inh = 2.3; PGC1a acetyl inh = -3.0; S100A4 inh HTS = -3.2; SIRT5 inh = 1.5
